Screens: PubChem, National Center for Advancing Translational Sciences (NCATS)
KDM5B inhibitor: Primary screen for KDM5B Histone Demethylases FDH-coupled qHTS. actives 2.6% (n = 220,000). Potency, µM (top dose mostly 57.7 µM), inactives show at the top dose activity change, negative = inhibition, usual class: inhibitors. KDM5B demethylase, FDH-coupled NADH fluorescence (FDH is formaldehyde dehydrogenase); active = well fitted inhibition curve with a large enough effect; inconclusive = small, poorly fitted or top-dose-only effect; inactive = no such curve, though single readings can be large or run the other way; also: 0% is about no effect; nearly all actives have a fitted effect of over 70% in size
Target sequence (Q9UGL1 whole entry, looked up): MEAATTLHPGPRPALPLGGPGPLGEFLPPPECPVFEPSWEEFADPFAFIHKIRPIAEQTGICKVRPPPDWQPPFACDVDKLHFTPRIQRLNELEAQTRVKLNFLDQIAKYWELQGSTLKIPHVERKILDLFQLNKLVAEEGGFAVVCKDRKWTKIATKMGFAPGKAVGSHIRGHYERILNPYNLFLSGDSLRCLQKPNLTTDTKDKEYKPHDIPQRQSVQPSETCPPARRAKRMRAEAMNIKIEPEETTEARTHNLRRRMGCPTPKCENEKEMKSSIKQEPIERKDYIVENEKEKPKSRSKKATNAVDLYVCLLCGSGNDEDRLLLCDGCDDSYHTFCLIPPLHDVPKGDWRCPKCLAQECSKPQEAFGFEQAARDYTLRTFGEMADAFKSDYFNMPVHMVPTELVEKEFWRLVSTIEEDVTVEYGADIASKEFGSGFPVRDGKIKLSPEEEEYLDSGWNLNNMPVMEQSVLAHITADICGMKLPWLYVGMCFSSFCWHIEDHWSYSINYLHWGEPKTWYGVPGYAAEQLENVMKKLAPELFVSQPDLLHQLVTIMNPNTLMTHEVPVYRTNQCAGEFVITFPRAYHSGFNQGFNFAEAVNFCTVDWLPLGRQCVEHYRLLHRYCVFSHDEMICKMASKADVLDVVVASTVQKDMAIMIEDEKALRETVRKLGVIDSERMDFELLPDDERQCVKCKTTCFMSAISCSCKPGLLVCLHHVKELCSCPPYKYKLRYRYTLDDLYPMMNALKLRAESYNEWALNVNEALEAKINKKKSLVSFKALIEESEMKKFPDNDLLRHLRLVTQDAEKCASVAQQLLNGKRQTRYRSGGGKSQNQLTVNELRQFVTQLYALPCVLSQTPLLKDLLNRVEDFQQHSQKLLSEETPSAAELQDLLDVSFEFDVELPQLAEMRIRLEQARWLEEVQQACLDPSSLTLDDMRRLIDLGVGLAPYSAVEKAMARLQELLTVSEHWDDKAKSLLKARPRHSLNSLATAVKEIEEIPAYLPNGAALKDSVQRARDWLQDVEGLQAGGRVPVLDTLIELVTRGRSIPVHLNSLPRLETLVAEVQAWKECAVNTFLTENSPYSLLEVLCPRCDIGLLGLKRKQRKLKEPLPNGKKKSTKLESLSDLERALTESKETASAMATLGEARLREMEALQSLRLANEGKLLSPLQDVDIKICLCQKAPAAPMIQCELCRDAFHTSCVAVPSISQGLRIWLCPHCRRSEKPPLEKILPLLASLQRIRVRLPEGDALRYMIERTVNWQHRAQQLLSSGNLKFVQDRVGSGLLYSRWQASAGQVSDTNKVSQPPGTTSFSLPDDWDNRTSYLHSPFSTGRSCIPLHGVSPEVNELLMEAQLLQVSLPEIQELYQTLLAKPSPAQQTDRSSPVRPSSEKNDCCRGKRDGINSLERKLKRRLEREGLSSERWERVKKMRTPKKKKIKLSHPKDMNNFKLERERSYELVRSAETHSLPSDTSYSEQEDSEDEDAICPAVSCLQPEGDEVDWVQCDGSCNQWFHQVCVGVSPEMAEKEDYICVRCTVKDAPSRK
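Coupled FDH/NAD⁺ fluorescence readout. KDM5BΔAP 200 nM final; compound titration, 10 min RT preincubation; substrate mix 12.5 µM H3K4me3, 25 µM 2-OG, 50 µM Fe(II), 100 µM ascorbate, 0.25 mM NAD⁺, 0.25 U/mL FDH; ΔRFU over 30 min.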
* marks the source's active call; other numbers are inactive results; i = inactive; u = inconclusive; [ ] = remark or other dose. Potency is read from the fitted curve at half-maximal effect. Some of the compounds tested; the hit share may differ from the screen's.

cpd	SMILES	KDM5B inhibitor
1	COc1ccc(NC(=O)Cn2c(-c3ccc(Cl)cc3)nc(C)c(CCO)c2=O)cc1	5%
2	Cc1csc2nc(-c3cccc(NC(=O)c4ccccc4Cl)c3)cn12	u
3	O=C(CN1C(=O)COc2ccc(S(=O)(=O)NC3CCCC3)cc21)NCc1ccccc1Cl	-12%
4	NC(=O)Cn1ccc2cc(OCC3CCN(c4cc(NC5CC5)ncn4)CC3)cnc21	40µM*
5	COC(=O)CC1CCN(C(=O)C[C@H]2NC(=O)c3ccccc3NC2=O)CC1	32%
6	CC(C)c1noc(-c2cn(C3CCN(C(=O)c4cccc(F)c4)CC3)nn2)n1	3%
7	CC1=C[C@@H](CNC(=O)NCc2ccccc2)[C@H](C(C)C)C[C@H]1CC(=O)N1CCN(C)CC1	3%
8	Cc1noc(/C=C/c2ccccc2F)c1S(=O)(=O)N1CCC(C(=O)NCC(C)c2ccccc2)CC1 (stereo not drawn)	22%

More structures:
cpd	SMILES	KDM5B inhibitor
9	FC(F)(F)c1ccc(CN2CCC3(CC(c4cccc(C(F)(F)F)c4)=NO3)C2)cc1 (stereo not drawn)	u
10	CC(C)[S+](=O)([O-])N1CCC2OCCN(Cc3ccccc3F)C(=O)C2C1 (stereo not drawn)	-8%[86.2 µM]
11	Cc1cnc(C(=O)N2CCC(c3noc(-c4ccncc4)n3)C2)cn1 (stereo not drawn)	-14%
12	Cc1c(CN2CCC(O)(c3ccccc3)[C@H](N3CCCC3)C2)cnn1C (stereo partly drawn)	u
13	Cc1ccccc1S(=O)(=O)NCc1ccc(N2CCN(C)CC2)cc1	-10%
14	Cc1cccc(NC(=O)c2ccc(Cn3nc(N4CCN(c5ccccc5)CC4)ccc3=O)o2)c1C	u
15	CCCn1nc(C(=O)OC(C)C(=O)Nc2cc(C)on2)c2ccccc2c1=O (stereo not drawn)	9%
16	CC(C(=O)NC1CCCCC1)[C@@H]1CC[C@@]2(C)CC[C@H](N[S+](C)(=O)[O-])[C@@H](C)[C@@H]2[C@H]1O (stereo partly drawn)	-16%[86.2 µM]

Carrying on.
cpd	SMILES	KDM5B inhibitor
17	O=C1c2ccccc2C(Nc2cc(Cl)cc(Cl)c2)N1c1cccnc1 (stereo not drawn)	3%
18	CCCNC(=O)CCC(=O)N1Cc2cccc(OC)c2Oc2ncccc21	5%
19	Cn1cccc1/C=C1\SC(=S)N(Nc2ccccc2)C1=O	3%
20	Cc1ccc(NC(=O)COC(=O)c2cc3ccccc3[nH]2)cc1C	-11%
21	O=C(NCc1cccnc1)c1nc(-c2ccc(F)cc2)c2cnccn12	28µM*
22	FC(F)(F)c1cccc(N2CCN(c3ncnc4c3nc3n4CCCC3)CC2)c1	7%
23	CC1(C)C(=O)OC(c2c3ccccc3cc3ccccc23)C(C)(C)C1=O (stereo not drawn)	i
24	O=S(=O)(NCc1cccc(Br)c1)c1ccc(-c2cc(C(F)(F)F)on2)s1	-7%

(more compounds)
cpd	SMILES	KDM5B inhibitor
25	Cc1[nH]c2ccccc2c1C(=O)CSc1nnnn1C1CCCC1	3%
26	Cc1ccc(C)c2c(N)c3c(nc12)CCCC3	-3%
27	Cn1nc(C(=O)OCCOc2ccccc2Cl)c2ccccc2c1=O	17%
28	C[C@@H]1CN(C(=O)CCCc2cccs2)C[C@@]1(O)C1CCC1	28%
29	Cc1ccc(NC(=O)Cn2cnc3c2c(=O)n(C)c(=O)n3C)c(Cl)c1	8%
30	NC(=O)C(Oc1cc(Cl)ccc1Cl)c1ccc(F)cc1 (stereo not drawn)	16%
31	Cc1ccc(CNC(=O)c2cn(C)c3ccc(S(=O)(=O)N(C)C4CCCCC4)cc3c2=O)cc1	u
32	C=CCOC(=O)C1=C(C)N=C2SC=C(CC(=O)NC3CC3)N2C1c1cccc(OC)c1OC (stereo not drawn)	u

Next part.
cpd	SMILES	KDM5B inhibitor
33	COc1ccc(C(=O)N2CCC3(CC2)NC(=O)N(c2ccccc2Cl)N3)cc1	-2%
34	Cc1ccccc1-c1noc(CSc2nnc(Cc3ccccc3)n2-c2ccc(F)cc2)n1	-16%
35	N#Cc1ccc(CN2CCCC3(CN[S+](=O)([O-])c4ccccc4N3)C2)cc1 (stereo not drawn)	-17%
36	Cc1ccccc1NC(=O)CC1C(=O)Nc2nc(-c3ccccc3)nn21 (stereo not drawn)	12%
37	CCCCn1ccnc1C1CCCN(C(=O)c2ccccc2-c2ncn[nH]2)C1 (stereo not drawn)	-7%
38	COCc1ccccc1CNC(=O)NC(c1ccccc1)c1ccccc1	6%
39	CCc1noc(C)c1C(=O)Nc1ccc(C)c(C)c1	14%
40	CCN1C(=O)C2CC3(CCN(C(=O)NC)CC3)CN2C1=O (stereo not drawn)	31%

The list goes on:
cpd	SMILES	KDM5B inhibitor
41	CCC1CSC(Nc2ccccc2C)=N1 (stereo not drawn)	1%
42	Cc1nc(N2CCN(Cc3ccc(Cl)cc3)CC2)c2oc3ccccc3c2n1	3%
43	COC1CCN(CC2CCCCCN2C(=O)NC2CCCC2)CC1 (stereo not drawn)	1%
44	CS(=O)(=O)N1CCC(OC2CCN(C(=O)Nc3ccccc3C(F)(F)F)CC2)CC1	37%
45	O=C(Nc1ccc(Cl)cc1Cl)c1cnn2c1CN(C(=O)c1ccccc1)CC2	15%[115 µM]
46	COc1ccc(C(=O)N2CCC[C@H]2c2nc(-c3ccccc3)no2)cc1	13%
47	Cc1ccc(CN(C)C(C)c2ccc(S(C)(=O)=O)cc2)cc1 (stereo not drawn)	22%
48	Cc1cccc(N2CCN(C(=O)c3c(C)oc4ncnc(N5CCCCC5)c34)CC2)c1C	-15%

Remaining list, next part:
cpd	SMILES	KDM5B inhibitor
49	Cn1c(CSCCOc2ccccc2)n[nH]c1=S	14%
50	COC[C@@H]1CN(C(=O)c2cc(C3CC3)[nH]n2)C[C@H]1c1ccccn1	u
51	CC1(C)CC(CC(=O)N2CCCC2)(c2ccc(Cl)cc2)CCO1 (stereo not drawn)	22%
52	CCOC(=O)c1ccc(NC(=O)Cn2c(N3CCN(c4ccccc4)CC3)nc(C)cc2=O)cc1	u
53	COC(=O)c1ccc(C(=O)N(C)Cc2ccsc2)s1	-13%
54	CSc1ccc(N/C=C/C(=O)c2ccc(C)c(C)c2)cc1	8%
55	CC1CCC2(CC1)NC(=O)N(NC(=O)CSc1nc(C(F)(F)F)nc3ccccc13)C2=O (stereo not drawn)	10%
56	COc1ccc(CNC(=O)CN(c2ccc(C)cc2)S(=O)(=O)c2c(C)noc2C)cc1	2%

Already shown: entries from further up.
cpd	SMILES	KDM5B inhibitor
49	Cn1c(CSCCOc2ccccc2)n[nH]c1=S	14%
50	COC[C@@H]1CN(C(=O)c2cc(C3CC3)[nH]n2)C[C@H]1c1ccccn1	u

Next compounds.
cpd	SMILES	KDM5B inhibitor
57	COc1ccc2[nH]c3c(c2c1)CCN(C)C31CCN(C(=O)C2CCC2)CC1	u
58	O=C(Nc1nc(-c2ccc3c(c2)OCCO3)cs1)c1ccco1	2%
59	COc1ccccc1-c1c(C)nn2c(NC3CCCC3)cc(C)nc12	13%
60	CC(Oc1ccc2c(-c3ccccc3)cc(=O)oc2c1)C(=O)NC1CC(C)(C)NC(C)(C)C1 (stereo not drawn)	3%
61	COc1cc(C2CC(=O)N3CN(c4cccc(C)c4)CSC3=C2C#N)ccc1O (stereo not drawn)	u
62	Cc1nc(-c2c3n(c(=O)n(CC(=O)Nc4ccccc4)c2=O)CCCCC3)no1	9%
63	O=C(Cc1cccc2cccnc12)NC1CCS(=O)(=O)C1 (stereo not drawn)	6%
64	Cc1ccc(NS(=O)(=O)c2ccc3nc(-c4ccccc4)[nH]c3c2)c(Br)c1	11%

4 entries from above, sorted by the number in KDM5B inhibitor, low to high:
cpd	SMILES	KDM5B inhibitor
60	CC(Oc1ccc2c(-c3ccccc3)cc(=O)oc2c1)C(=O)NC1CC(C)(C)NC(C)(C)C1 (stereo not drawn)	3%
63	O=C(Cc1cccc2cccnc12)NC1CCS(=O)(=O)C1 (stereo not drawn)	6%
62	Cc1nc(-c2c3n(c(=O)n(CC(=O)Nc4ccccc4)c2=O)CCCCC3)no1	9%
64	Cc1ccc(NS(=O)(=O)c2ccc3nc(-c4ccccc4)[nH]c3c2)c(Br)c1	11%

Further structures:
cpd	SMILES	KDM5B inhibitor
65	COC(=O)C1=C(N)OC2=C(C(=O)CC(C)(C)C2)C1c1ccc(Cl)cc1 (stereo not drawn)	21%
66	COc1ccc(-c2cc(-c3ccccc3)nc3c2COc2ccc(F)cc2-3)cc1	u
67	N#Cc1nc(COc2ccc(F)cc2)oc1NCCc1ccccc1	-21%
68	CC(C)CN(CC(=O)NC(=O)NC(C)(C)C)C1CC1	22%
69	C=CCNC(=O)[C@@H]1Cc2cn(Cc3cccnc3)c3cccc(c23)[C@H](CC(C)C)N1	-2%[86.2 µM]
70	COc1ccc(-c2ccc3nc(-c4cccc(Br)c4)oc3c2)c(OC)c1OC	i
71	CC(C)C(=O)N1CCCC2(COc3ccccc3[S+](=O)([O-])N2)C1 (stereo not drawn)	6%[149 µM]
72	O=C(c1ccoc1)N1CCC(N2C(=O)C3(CCCC3)C2c2ccccc2)CC1 (stereo not drawn)	15%

(listing goes on)
cpd	SMILES	KDM5B inhibitor
73	O=c1cc(N2CCOCC2)oc2c(-c3ccc(F)cc3)nccc12	35µM*
74	CCOc1cc(CNC(=O)c2cccc(NC(=O)c3nnc(C)s3)c2)cc(OCC)c1OCC	-10%
75	O=C(c1c[nH]c2ccccc12)N1CCN(C(=O)C2CC2)CC1	u
76	Cc1ccc(NC(=O)Cn2c3ncccc3c(=O)n2-c2ccc(C)c(C)c2)cc1	u
77	Cc1ccc(C(OCC(C)(C)C[N+](C)(C)C)c2ccccc2)cc1 (stereo not drawn)	-21%
78	CN1CC(=O)N(C2CCCNCC2)Cc2c1ncnc2N1CCSCC1 (stereo not drawn)	u
79	CC(=O)NC(Cc1ccc(C)cc1)C(=O)NC1CCN(C(=O)NCc2ccccc2)CC1 (stereo not drawn)	-18%
80	CCc1nc(C)c(C(=O)NCc2cccnc2Oc2ccc(F)c(F)c2)o1	9%

Other compounds
cpd	SMILES	KDM5B inhibitor
81	CCOc1cc(C#N)c(NC(=O)c2ccc(Cl)cc2)cc1OCC	2%
82	CC(C)(C)CC(=O)N1CC[C@H]2CC(=O)N(CCN3CCNC3=O)CC[C@H]2C1	0%[86.2 µM]
83	COC(=O)c1[nH]c(C)c(/C(O)=C2\C(=O)C(=O)N(CCCn3ccnc3)C2c2ccncc2)c1C (stereo not drawn)	-17%
84	O=S(=O)(Nc1nc2ccccc2nc1NCc1ccccc1)c1cccs1	u
85	COc1ccc(N(Cc2cccs2)C(=O)Cn2cnc3ccc(Cl)cc3c2=O)cc1	0%
86	NC(=O)CN(CC(=O)NC1CCC(C(F)(F)F)CC1)C1CCCC1 (stereo not drawn)	1%
87	COc1ccc(CCNc2nc(SCc3cccc(Cl)c3)nc3ccccc23)cc1OC	2%
88	Cc1noc(C)c1-c1cc(-c2ccc3c(c2)C(=O)NC3)cn2cncc12	u

Looked up above:
no. 86 @ KDM5B inhibitor: 1%
no. 85 @ KDM5B inhibitor: 0%
no. 83 @ KDM5B inhibitor: -17%
no. 87 @ KDM5B inhibitor: 2%

Next section
cpd	SMILES	KDM5B inhibitor
89	CCCCCCOc1ccc(C=O)cc1	u
90	CC(Oc1ccc2c(=O)c(-c3ccc(Cl)cc3)c(C(F)(F)F)oc2c1)C(=O)O (stereo not drawn)	19%
91	Cc1ccc(CSc2nc3cccnc3n2Cc2ccc(C(=O)NCCc3ccccc3)cc2)cc1	u
92	COc1ccc(-c2nc3c(C#N)c[nH]n3c2NC2CCCCC2)cc1	u
93	Cc1ccc(NC(=O)Cn2c(=O)n(CCC(=O)N3CCc4ccccc4C3)c(=O)c3ccccc32)cc1	-31%
94	COC(=O)c1ccc(CNC(=O)Cn2c(Cl)nc3c2c(=O)n(C)c(=O)n3C)cc1	-5%
95	Cc1ccc(CNC(=O)N2CCC(c3ncc(C)n3C(C)C)C2)cc1 (stereo not drawn)	-8%
96	CCCCCSc1nc2sc3c(c2c(=O)n1-c1ccc(OC)cc1)CCN(C(C)=O)C3	u

(further entries)
cpd	SMILES	KDM5B inhibitor
97	COc1ccc(C(=O)N2CCC3(CC2)CC(OCC2CC2)CCO3)cn1 (stereo not drawn)	-20%
98	Cc1cc(NC(=O)CN2CCN(C(=O)c3cc(Cl)ccc3F)CC2)no1	-11%
99	COCCNC(=O)CCSc1nc(-c2ccc(OC)cc2)cc(C(F)(F)F)n1	u
100	CNC(=O)CCn1ncc2cc(OCc3ccccc3-c3ccccc3F)ccc21	-28%[86.2 µM]
101	O=c1o[nH]c(-c2ccccc2)c1-c1ccccc1	-10%
102	O=C(Nc1ccc(Cl)cc1)c1ccc2ccccc2n1	5%
103	O=C(CN1CCN(c2cccc(Cl)c2)CC1)Nc1ccnn1Cc1cccc(Cl)c1	-24%
104	CC(=O)N1CCC(N[C@@H]2CO[C@H](CNC(=O)c3ccccc3)[C@H]2O)CC1	7%[86.2 µM]

More records:
cpd	SMILES	KDM5B inhibitor
105	CC(=O)N1c2ccc(S(=O)(=O)NCCc3cccc(C)c3)cc2CC1C (stereo not drawn)	-9%
106	COc1cc(C(=O)Nc2ccc3oc(-c4ccc(F)cc4)cc(=O)c3c2)cc(OC)c1OC	-1%
107	Cc1cn2nc(C(=O)Nc3ccc(F)cc3C)cc2c(N2CCSCC2)n1	25µM*
108	Cc1ccc(-c2noc([C@@H]3CCCN3C(=O)c3ccncc3)n2)cc1	8%

Of the compounds above, 2 contain a tert-butyl group:
cpd	SMILES	KDM5B inhibitor
68	CC(C)CN(CC(=O)NC(=O)NC(C)(C)C)C1CC1	22%
82	CC(C)(C)CC(=O)N1CC[C@H]2CC(=O)N(CCN3CCNC3=O)CC[C@H]2C1	0%[86.2 µM]
